# Lipid storage S3: qHTS Assay for Lipid Storage Modulators in Drosophila S3 Cells. Drosophila S3 cells, BODIPY lipid droplet fluorescence, 18-24 h; cells fed with added oleic acid. lipid storage change, negative = inhibition, % at the top dose, mostly 46.1 µM; hits show Potency in µM. 320,000 compounds, 0.64% hits; active means well fitted inhibition curve with a large enough effect in the signal ratio, with a control signal flat, not every such curve was filed as active; inconclusive means small, poorly fitted or top-dose-only effect, or effect the other way, or a change in a side signal; the % refers to the signal ratio
#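 Drosophila S3 cells loaded with oleic acid (400 uM, as added) and compounds at several concentrations; lipid droplets imaged by 488-nm laser-scanning cytometry, 500–530 nm intensity and object ratio to cell channel. Percent activity normalized to 20 uM Triacsin C.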
# Lipid storage S3 cell count max: further read-out of Lipid storage S3, marked with its call; cell number change, %; measured here: cell count max response;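 cells counted by Cell Tracker Red CMTPX staining in the red channel; peak over a dose series mostly up to 46.1 µM; percent activity relative to internal control wells on each plate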
# * marks the source's active call; other numbers are inactive results; i = inactive; ? = inconclusive; nt = not tested or not shown. On the % scale 0 is the no-effect control and ±100 the full control effect; potency means the concentration at half of the fitted maximal effect. Some of the compounds tested. The share of hits here may be higher or lower than overall.
structure,Lipid storage S3,Lipid storage S3 cell count max
Cn1cnnc1SCC(=O)Nc1ccccc1Sc1ccccc1,?,nt
Cc1[nH]n(-c2ccccc2)c(=O)c1/C=N/N1C(=O)c2ccc3c4c(ccc(c24)C1=O)CC3,?,nt
Cc1cccn2c(=O)c(/C=C3\SC(=S)NC3=O)c(NCCCN3CCOCC3)nc12,?,nt
CN(c1ccccc1)S(=O)(=O)c1cccc(C(=O)Nc2nccs2)c1,?,nt
CCN(CC(=O)Nc1c(Cl)cccc1Cl)C(=O)C1CCN(c2ncnc3sc(C)c(C)c23)CC1,?,nt
Cc1cccn2c(=O)c3cc(C#N)c(=N)n(Cc4ccncc4)c3nc12,3%,4
CCCN(CCC)S(=O)(=O)c1ccc(C(=O)N2CCOCC2)cc1,?,nt
CCN(CC(=O)Nc1ccc2c(c1)OCCO2)C(=O)c1ccc(Cl)cc1Cl,?,nt
COc1ccc(OC)c(S(=O)(=O)NCC(=O)NC2CCCCCC2)c1,?,nt
CCc1ccc(/C(C)=N\Nc2ccc([N+](=O)[O-])cc2)cc1,5%,-21
Nc1nc(C2CCCN2S(=O)(=O)c2ccc(Cl)cc2)cs1 (centres undefined),i,-2
O=C(OCC(=O)N(Cc1ccccc1)Cc1ccccc1)c1cccc(O)c1,7%,2
O=C(NCCc1c[nH]c2ccccc12)c1cc([N+](=O)[O-])cc([N+](=O)[O-])c1,?,nt
O=[N+]([O-])c1ccc(/C=N/Nc2ccccn2)cc1,-17%,4
Cc1onc(-c2c(Cl)cccc2Cl)c1C(=O)NCCc1ccncc1,?,nt

structure,Lipid storage S3,Lipid storage S3 cell count max
CC(C)CCNC(=O)CN(CCN1CCOCC1)C(=O)Cn1nnc(-c2ccc(F)cc2)n1,?,nt
COc1ccccc1N1CCN(C(=O)CSc2nnc(NC(=O)C3CCC3)s2)CC1,-1%,-4
O=C(Cn1cncn1)c1ccccc1Br,?,nt
NC(=O)CSc1nnc(Cn2c(=O)sc3ccccc32)n1-c1ccccc1,0%,-7
COc1ccc(-c2cc(C#N)nc(N3CCN(C)CC3)n2)cc1,8%,2
Cc1cc(OC(=O)CNC(=O)OC(C)(C)C)c2c(C)cc(=O)oc2c1,8%,-18
C=CCn1c(C)nnc1SCC(=O)Nc1nccs1,?,nt
O=c1[nH]c(-c2ccccc2)nnc1-c1ccccc1,10%,5
O=[N+]([O-])c1cccc(-c2nnc3n2CCCCC3)c1,i,9
CC(C)(C)c1ccc(/C=C/C(=O)NCCCn2ccnc2)cc1,3%,-3
Cc1c(Cl)c([N+](=O)[O-])nn1CC(=O)Nc1c(C)n(C)n(-c2ccccc2)c1=O,1%,-13
Cc1ccc(S(=O)(=O)NCCC(=O)Nc2nnc(C3CC3)s2)cc1C,i,6
CC(OC(=O)/C=C/c1ccco1)C(=O)Nc1cccc([N+](=O)[O-])c1 (centres undefined),2%,-15
Cc1ccc(SCC(=O)Nc2ccc3c(c2)C(=O)N(C)C3=O)cc1,?,nt
COc1ccccc1CN1C(=O)C2CC=CCC2C1=O (centres undefined),?,nt

structure,Lipid storage S3,Lipid storage S3 cell count max
COc1ccc(NC(=O)c2ccc(S(=O)(=O)N(C)C)cc2)cc1OC,?,nt
CCCNC(=O)COC(=O)c1ccc(Cl)c(S(=O)(=O)N2CCCC2)c1,?,nt
Cc1cc(C)c(NC(=O)CNC(=O)c2ccc(-n3cncn3)c([N+](=O)[O-])c2)c(C)c1,?,nt
O=C(Nc1ccc(F)cc1)Nc1ccccc1NS(=O)(=O)c1cccs1,7%,23
COCCn1c(-c2ccc(OC(F)(F)C(F)C(F)(F)F)cc2)nc2c1c(=O)[nH]c(=O)n2CC(C)C (centres undefined),?,nt
COC(=O)[C@@]12CCCN1[C@H](c1ccc(-c3ccc(F)cc3)cc1)[C@H]1C(=O)N(C)C(=O)[C@H]12,i,-6
Cc1ccccc1OCC(=O)NCCCNC(=O)c1ccccn1,?,nt
O=C(C(=O)N1CCN(c2ccc(F)cc2)CC1)N1CCCCC1,-8%,15
Cc1cc2ncn(/N=C/c3ccc([N+](=O)[O-])o3)c2cc1C,?,nt
Cc1cc(C)nc(NS(=O)(=O)c2ccc(N=NN(C)C)cc2)n1,17%,-11
O=C(O)CC1S/C(=N/N=C/c2ccccn2)NC1=O (centres undefined),-1%,0
CC(=O)OCC1=C(C(=O)O)N2C(=O)C(NC(=O)C(C)Cn3cc(Cl)cn3)C2SC1 (centres undefined),0%,19
CC1=C(/C=C/C(C)=C/C=C/C(C)=C/C(=O)Nc2ccc(O)cc2)C(C)(C)CCC1,?,nt
CCS(=O)(=O)N1CCN=C1SCc1cccc(F)c1,i,-11
CC[N+](C)(C)CCN(Cc1ccc(Cl)cc1)c1ccccn1,?,nt

structure,Lipid storage S3,Lipid storage S3 cell count max
Cc1cccc(NC(NC(=O)c2ccccn2)C(Cl)(Cl)Cl)c1 (centres undefined),-22%,1
Cc1ccc(S(=O)(=O)NC(=O)COc2ccccc2C)cc1,8%,-2
CCOC(=O)c1c(C(=O)OCC)c(C)n(Cc2cc(OC)c(OC)c(OC)c2)c1C,25%,nt
Cc1ccc(S(=O)(=O)N2CCOCC2)cc1NC(=O)CNC1CCCC1,?,nt
CCOc1ccc(NC(=O)Cn2c(=O)n(CC3CCCO3)c(=O)c3ccccc32)cc1 (centres undefined),-2%,-7
CC(C)Cc1csc(NC(=O)c2ccc(Br)cc2)c1C(=O)O,3%,10
O=C(CSc1nc2c(c(=O)[nH]1)CCC2)Nc1ccccc1Cl,?,nt
CN(C)S(=O)(=O)c1ccc(C(=O)Nc2cccc(C(=O)O)c2)cc1,?,nt
CC(=O)Nc1ccc(NC(=S)NC(=O)/C=C/c2ccccc2)cc1,?,nt
Cc1ccc(SC[C@H](Cc2ccccc2)N2CCN(C)CCC2=O)cc1,?,nt
Cc1cc(C)nc(SCc2csc(-c3ccccc3)n2)n1,1%,-3
COC(=O)c1cccc(NC(=O)CSc2nc(O)c(-c3ccccc3)c(=O)[nH]2)c1,?,nt
COc1ccc(-c2csc(N3CCN(c4cc(C)nc5ccccc45)CC3)n2)cc1OC,?,nt
C=CCN1C(=O)C(CC(=O)Nc2ccc(C)cc2)SC1=Nc1c(C)n(C)n(-c2ccccc2)c1=O (centres undefined),?,nt
COc1ccc2cc(/C(C)=N/NC(=O)C3CC3)ccc2c1,?,nt

structure,Lipid storage S3,Lipid storage S3 cell count max
COc1ccc(Cn2c(O)c(/C=N/NC(=O)c3cccnc3)c3ccccc3c2=O)cc1,?,nt
Cc1onc(-c2ccccc2Cl)c1C(=O)Nc1nnc(-c2ccc(Br)cc2)s1,?,nt
C=CCSc1nn2c(=O)c3ccccc3nc2s1,0%,14
COc1ccc(Cn2c(CCC(=O)Nc3ccc(CC#N)cc3)nc3cccnc32)cc1,?,nt
CCN(CC)CC#CCOC(=O)C(O)(c1ccccc1)C1CCCCC1 (centres undefined),0%,-9
COc1ccc(NC(=S)Nc2ccc(S(N)(=O)=O)cc2)c(C)c1,2%,9
CC(=O)NC(=S)NNC(=O)COc1ccc([N+](=O)[O-])cc1,2%,0
O=C1CC(NNc2nc3ccccc3s2)C(=O)N1c1ccccc1 (centres undefined),17%,16
Cc1ccc(C)n1-c1cccc(C(=O)Nc2ccccc2)c1,?,nt
Cc1ccc(C(=O)Nc2ccccc2OC(F)F)cc1,?,nt
CCN(CC(=O)Nc1ccccc1C(F)(F)F)C(=O)c1ccc2[nH]c3c(c2c1)CC(C)CC3 (centres undefined),?,nt
CC1CCCCC1NC(=O)CN1CCC(NC(=O)c2ccc([N+](=O)[O-])cc2)CC1 (centres undefined),?,nt
COc1cccc(OCC(=O)NNC(=O)c2cnccn2)c1,?,nt
Cc1cc(=O)oc2cc(NC(=O)c3ccccc3Cl)ccc12,i,29
CN(C(=O)COC(=O)c1nc(Cl)ccc1Cl)c1ccccc1,?,nt

# Overlap with the part before: 6 compounds; new compounds follow.
structure,Lipid storage S3,Lipid storage S3 cell count max
Cc1ccc(C(=O)Nc2ccccc2OC(F)F)cc1,?,nt
CCN(CC(=O)Nc1ccccc1C(F)(F)F)C(=O)c1ccc2[nH]c3c(c2c1)CC(C)CC3 (centres undefined),?,nt
CC1CCCCC1NC(=O)CN1CCC(NC(=O)c2ccc([N+](=O)[O-])cc2)CC1 (centres undefined),?,nt
COc1cccc(OCC(=O)NNC(=O)c2cnccn2)c1,?,nt
Cc1cc(=O)oc2cc(NC(=O)c3ccccc3Cl)ccc12,i,29
CN(C(=O)COC(=O)c1nc(Cl)ccc1Cl)c1ccccc1,?,nt
COc1ccc(CNC(=O)Cn2nc(C(F)(F)F)cc2C)cc1,?,nt
CSCCC(=O)N(C)CC1CCN(CCc2cccc(C(F)(F)F)c2)CC1,14%,5
O=C1C=C(NCc2ccc(Cl)c(Cl)c2)CC1,?,nt
CN(CCC#N)C(=O)COC(=O)c1cc(Cl)cc(Cl)c1N,?,nt
CC(=O)C1=C(O)C(=O)N(c2ccc(Br)cn2)C1c1ccccc1F (centres undefined),-1%,4
O=C(CNC(=O)c1ccccc1F)N/N=C/c1cccnc1,?,nt
COc1cccc(OCCn2cc(C(C)=O)c3ccccc32)c1,i,-25
COc1cc2nc(/C=C/c3cc(OC)c(OC)c(OC)c3)sc2cc1SC,?,nt
COc1ccc(N2C(=O)CC(Sc3nc(C)cc(C)n3)C2=O)cc1OC (centres undefined),i,22
Cc1cccc(C)c1NC(=O)C1(N2C(=O)CC2c2ccccc2)CCCCC1 (centres undefined),-2%,0
CCOC(=O)c1n[nH]n(-c2cc(Cl)cc(Cl)c2)c1=O,?,nt
Cc1nnc(SCC(=O)Nc2nsc(-c3ccc(C(C)(C)C)cc3)n2)s1,?,nt
Cc1nc(SCC(=O)Nc2ccccn2)n[nH]1,-6%,2
Cc1ccc(CNc2ccc3nnc(-c4ccccc4)n3n2)cc1,21%,10
CC(=O)NC(CCS(C)(=O)=O)C(=O)Nc1ccccc1 (centres undefined),?,nt

structure,Lipid storage S3,Lipid storage S3 cell count max
O=[N+]([O-])c1cc(-n2cnnn2)ccc1N1CCC(Cc2ccccc2)CC1,?,nt
S=c1[nH]nc(Cn2cnc3ccccc32)n1-c1ccccc1,?,nt
S=C(NCc1ccccc1)Nc1cccc(Cl)c1,0%,15
O=C(CSc1ncccn1)NCc1ccc2c(c1)OCO2,?,nt
O=C1CCC(C(=O)N2CCc3ccccc3C2)CN1CCCN1CCOCC1 (centres undefined),-25%,18
COc1ccc(OC)c(CCNC(=O)CN2C(=O)CCSc3ccccc32)c1,3%,1
Cn1ccnc1/C(=N\NC(=O)c1ccccc1)c1cccc([N+](=O)[O-])c1,?,nt
COc1ccc(C2(O)CC3CCC(C2)N3c2cc(C)nc(-c3ccccc3)n2)cc1 (centres undefined),?,nt
CCOC(=O)C1(CC2CCCCO2)CCN(Cc2cc3ccccc3[nH]2)CC1 (centres undefined),?,nt
Cc1cc(C)c(COCc2cc(/C=N/O)c(C)cc2C)cc1/C=N/O,?,nt
CCOC(=O)c1sc2nc(CSc3ccccc3)nc(N3CCCN(C)CC3)c2c1C,?,nt
O=C(CNC(=O)c1ccco1)N/N=C/c1ccccc1[N+](=O)[O-],-6%,12
COC(=O)c1ccc(N2C(=O)CC(N3CCC(O)(c4ccc(Br)cc4)CC3)C2=O)cc1 (centres undefined),?,nt
CCN(CC)CC1(O)CCN(C(=O)c2ccc(Cl)c(Cl)c2)CC1,?,nt
Cc1cc(CNC(=O)c2cc(COc3ccc(F)c(F)c3)on2)nn1C,-7%,-13

structure,Lipid storage S3,Lipid storage S3 cell count max
O=c1c(-c2cccc([N+](=O)[O-])c2)[n+]([O-])c2ccccc2n1O,?,nt
COc1ccc2nc(/N=C(\N)NC(=O)C(C)(C)C)nc(C)c2c1,?,nt
O=C(CSC(=S)N1CCOCC1)c1ccccc1,9%,14
O=C(NCC1CCCO1)c1ccccc1S(=O)(=O)c1ccc([N+](=O)[O-])cc1 (centres undefined),?,nt
COc1cc(/C=C2/SC(=S)N(CC3CCCO3)C2=O)ccc1O (centres undefined),?,nt
COCCCNC(=S)N1CCN(c2nc(-c3cccc(OC)c3)cs2)CC1,?,nt
COc1cc([N+](=O)[O-])cc2sc(NC(=O)C(C)(C)C)nc12,?,nt
Cc1cc(C)n(-c2nc3c(c(=O)[nH]c(=O)n3C)n2Cc2ccc(F)cc2)n1,?,nt
CC(C)(C)C1C/C(=C/c2ccco2)C(=O)/C(=C/c2ccco2)C1 (centres undefined),10µM*,-6.5*
O=[N+]([O-])c1cccc(-c2nc(-c3ccccn3)no2)c1,?,nt
Cc1ccc(-c2csc(N(Cc3ccccc3)C(=O)COc3ccccc3)n2)cc1,4%,3
O=C(CCCNS(=O)(=O)c1ccc(Br)cc1)N1CC[C@@]2(O)CCCC[C@H]2C1,?,nt
Cc1ccc2c(c1)N(C(=O)CCC(=O)N1CCN(c3ccccn3)CC1)CC(C)O2 (centres undefined),?,nt
CN(CC(=O)Nc1cccc(F)c1)C(=O)c1cc(-c2cccs2)nn1-c1ccccc1,?,nt
Cc1cc(N2CCCC2)ccc1NC(=O)COc1cccc(C(F)(F)F)c1,?,nt

# Source: PubChem BioAssay (National Center for Advancing Translational Sciences (NCATS))
